M1 antag: antagonists of human M1 muscarinic receptor; P11229; CHO-K1 hM1, Fluo-8 calcium fluorescence, ACh EC80 antagonist; inhibition, % at 3 µM; hit rate 1.3% among 360,000; AID 588852;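 active means percent inhibition above its own plate's cutoff, namely the mean of that plate's compound wells plus 3 SD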;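 further: peak over basal fluorescence ratio during 140 s after agonist addition; 0% = ACh EC80 plus DMSO and 100% = DMSO alone without agonist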
Target sequence (P11229 whole entry, looked up): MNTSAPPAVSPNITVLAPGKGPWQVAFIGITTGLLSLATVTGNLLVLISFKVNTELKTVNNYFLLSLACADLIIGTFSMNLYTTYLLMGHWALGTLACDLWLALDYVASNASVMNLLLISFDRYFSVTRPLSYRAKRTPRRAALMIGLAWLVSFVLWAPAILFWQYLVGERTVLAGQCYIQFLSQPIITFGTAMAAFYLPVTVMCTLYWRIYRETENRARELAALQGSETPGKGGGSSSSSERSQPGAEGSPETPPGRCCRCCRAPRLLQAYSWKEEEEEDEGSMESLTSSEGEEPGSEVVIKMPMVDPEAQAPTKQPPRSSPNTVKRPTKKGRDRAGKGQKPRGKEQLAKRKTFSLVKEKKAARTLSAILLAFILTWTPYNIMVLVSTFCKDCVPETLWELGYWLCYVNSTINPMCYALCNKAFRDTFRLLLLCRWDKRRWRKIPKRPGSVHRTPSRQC
CHO parental Ca: counter-screen: ATP calcium response change in parental CHO cells; parental CHO-K1, ATP-induced calcium, Fluo-8 fluorescence; inhibition, % at 5.6 µM; hit rate 0.63% among 330,000; AID 463079;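 active means inhibition above that plate's mean sample inhibition plus 3 SD, cut at about 26% in these data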;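 further: 0% = ATP-challenged DMSO wells and 100% = DMSO wells without ATP; some compounds past the cut are filed as inactive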
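Test system: untransfected parental CHO cell line. Compound: one dose, 5.6 µM nominal. Detection: intracellular calcium via Fluo-8 no-wash fluorescent dye. Measure: % inhibition. Benchmarks: ATP-challenged DMSO wells low, unchallenged DMSO wells high.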
TAAR1 agonist: agonists of human TAAR1; Q96RJ0; CHO RD-HGA16 TAAR1, Fluo-8 calcium fluorescence; vehicle wells 0%, saturating PEA agonist 100%; activation, % at 3 µM; hit rate 0.99% among 360,000;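 active means activation above the mean activation of all test compounds in the run plus 3 SD, cut at about 38% in these data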
Target sequence (Q96RJ0 whole entry, looked up): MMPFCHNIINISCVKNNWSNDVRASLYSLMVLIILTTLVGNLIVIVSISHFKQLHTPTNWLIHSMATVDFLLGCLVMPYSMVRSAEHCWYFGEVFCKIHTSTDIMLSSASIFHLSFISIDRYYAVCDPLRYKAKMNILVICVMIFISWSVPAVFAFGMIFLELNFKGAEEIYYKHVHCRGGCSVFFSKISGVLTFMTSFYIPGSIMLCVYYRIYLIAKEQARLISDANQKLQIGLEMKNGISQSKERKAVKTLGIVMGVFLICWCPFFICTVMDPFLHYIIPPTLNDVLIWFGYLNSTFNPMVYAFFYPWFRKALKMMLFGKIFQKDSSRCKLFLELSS
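System: CHO-derived RD-HGA16 cells with stable Gα16 and human TAAR1. Times: 17-24 h plating, Fluo-8 75 min 37 °C, 30 min RT. Measured by: calcium-sensitive Fluo-8 signal, excitation 470-495, emission 515-575 nm. Read-out basis: % activation relative to PEA EC100 response. Control set: DMSO and PEA EC100. Repeats: no replicates (n 1).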
CHO-K1 Ca antag: counter-screen for M1 antagonists: effect in parental CHO-K1 cells; ATP-induced calcium, Fluo-8 fluorescence; inhibition, % at 3 µM; hit rate 0.6% among 360,000; AID 602250;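 active means inhibition above a per-plate cutoff, the plate's mean sample inhibition plus 3 SD, cut at about 24% in these data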;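 further: 0% = DMSO plus EC80 ATP and 100% = DMSO alone without ATP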
TAAR1 antagonist: antagonists of human TAAR1; Q96RJ0; CHO RD-HGA16 TAAR1, Fluo-8 calcium fluorescence, antagonist; inhibition, % at 3 µM; hit rate 1.5% among 360,000; AID 624466;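 active means inhibition above a per-plate cutoff, the mean inhibition of test compounds on that plate plus 3 SD, cut at about 49% in these data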;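 further: 0% = DMSO plus EC80 beta-PEA response and 100% = DMSO alone without agonist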
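System: CHO RD-HGA16 cells bearing hTAAR1. Reagent: EC80 β-phenethylamine stimulus. Schedule: seeding 17-24 h prior, 75-min 37 °C, 30-min RT dye loading. Signal: Fluo-8 intracellular calcium dye fluorescence, real-time kinetic reads. Read-out: % inhibition from peak post-agonist over basal fluorescence ratio. Benchmarks: vehicle wells and EC80 agonist wells. Replicates: n of 1.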
M1 ag: agonists of human M1 muscarinic receptor | P11229 | CHO-K1 hM1, Fluo-8 calcium fluorescence, agonist mode; 0% DMSO, 100% acetylcholine EC100 | activation, % at 3 µM | hit rate 0.33% among 360,000 | AID 588814;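 active means activation above the run's mean compound activation plus 3 SD, cut at about 16% in these data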;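 further: peak over basal fluorescence ratio within a 140 s kinetic read after compound addition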
M1 PAM parental: nonselective activator or artifact in parental CHO-K1 calcium assay; hit rate 0.02% among 360,000; ATP EC20, Fluo-8 calcium fluorescence; 0% at ATP EC20, 100% at ATP max; activation, % at 3 µM;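 active means activation above the run cutoff, the mean activation of all test compounds plus 3 SD, cut at about 40% in these data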;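 further: peak over basal fluorescence ratio in a 140 s read after ATP addition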
CHRM1 PAM: potentiates human M1 receptor response to acetylcholine; P11229; CHO-K1 hM1, Fluo-8 calcium fluorescence, ACh EC20; 0% = ACh EC20, 100% = maximal ACh; activation, % at 3 µM; hit rate 0.088% among 360,000; AID 588819; in the data active means activation above about 19%, passing the limit was not always enough
CHO-K1 Ca ag: counter-screen for M1 agonists: effect in parental CHO-K1 cells | AID 602248 | Fluo-8 calcium fluorescence; scaled to maximal ATP response, vehicle zero | hit rate 0.48% among 360,000 | activation, % at 3 µM; in the data active means activation above about 15%;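 further: untransfected CHO-K1 host cells lacking M1 receptor as counterscreen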
* marks the source's active call; other numbers are inactive results; / = not tested or not shown.

Screens in order: M1 antag	CHO parental Ca	TAAR1 agonist	CHO-K1 Ca antag	TAAR1 antagonist	M1 ag	M1 PAM parental	CHRM1 PAM	CHO-K1 Ca ag
CN(C)C(=O)CCc1ccc2c3c([nH]c2c1)[C@]1(C)[C@@H](C(=O)N2CCCCC2)C[C@H](CC(=O)NCCC2=CCCCC2)C(=O)N1CC3
  -6.3	-18.6	29.9	-11.9	-10.8	-10.5	12.8	6.5	-0.3
CC(C)COc1ccc(C2NC(=O)NC2=O)cc1 (stereo not drawn)
  -1.9	6.8	6.9	12.0	-3.6	-3.2	-7.3	-2.3	0.0
Cc1ccc(NC2=CC(=O)CC(c3ccccc3)C2)cc1 (stereo not drawn)
  17.1	-11.0	3.1	18.2	-5.0	-10.6	-11.3	-9.1	0.3
O=C(OCC(=O)N1CCN(C(=O)c2ccco2)CC1)c1cn(-c2ccccc2)nc1-c1ccccc1
  -6.2	-34.3	19.6	-7.5	43.0	-2.3	18.5	4.2	2.8
CC[C@]12c3[nH]c4cc(-c5ccco5)ccc4c3CCN1C(=O)[C@@H](CC(=O)NCC13CC4CC(CC(C4)C1)C3)C[C@@H]2C(=O)N1CCN(C(=O)c2ccco2)CC1
  -8.0	-16.7	0.5	-8.3	-3.7	-9.0	10.7	7.7	0.6
O=C(Cn1nc(-c2ccc(Cl)cc2)ccc1=O)NCCN1CCOCC1
  -19.3	7.0	0.0	4.2	1.4	-4.6	7.1	10.4	0.2
CC(C)OCCCNC(=O)CN1C(=O)CSc2ccc(S(=O)(=O)N3CCOCC3)cc21
  -3.4	/	3.6	-9.9	-5.5	-2.4	3.0	0.1	0.3
O=C(NCCO)/C(=C\c1ccco1)NC(=O)c1cccs1
  6.7	-0.9	0.7	8.8	-11.5	-4.2	11.0	-11.2	4.9
CC1=Nc2ccccc2N=C(NC(=O)CSc2nnnn2-c2ccccc2)C1c1ccccc1 (stereo not drawn)
  -4.8	-7.3	2.8	-10.5	20.4	-4.1	13.3	1.1	0.8
O=C(CSc1nnc(-c2ccccc2O)o1)N1CCCCC1
  -4.3	-9.8	3.6	-15.3	-0.3	-2.1	14.8	4.4	2.7
CCCc1cc(C(=O)NCc2ccc(OC)cc2)no1
  -3.0	-8.0	1.3	-15.3	-32.4	-1.7	10.5	5.9	-0.3
COc1ccccc1C1CCN(Cc2cccc3ccccc23)CC1
  6.7	-22.8	7.5	-8.9	-5.6	-7.1	6.0	-5.7	-0.5
C/C(=C\c1ccccc1)CN1CCC(C(=O)N2CCCCC2)CC1
  10.9	-0.6	2.3	16.4	-13.5	-15.1	-4.3	-7.5	1.3
N#Cc1ccc(Oc2nc(C#N)cc(-c3ccccc3)n2)cc1
  6.2	-4.4	4.7	1.9	11.4	-13.0	13.3	-2.6	0.5
O=C(NCCS(=O)(=O)N1CCN(c2ccccc2)CC1)c1ccc(Br)o1
  -5.1	-27.1	0.6	-12.3	-1.5	-0.9	5.4	1.3	1.7
Cc1ccc(S(=O)(=O)NCc2ccccc2)cc1C(=O)N1CCCCCCC1
  -2.1	-23.9	2.9	-4.7	8.9	-1.6	-18.4	7.9	2.3
Cc1ccc(Oc2ncccc2COC(=O)Nc2ccccc2C)cc1
  12.1	-18.9	4.7	1.0	-2.3	-11.8	12.4	-16.6	3.3
NC(c1ccccc1)c1csc(Nc2ccc(C(F)(F)F)cn2)n1 (stereo not drawn)
  3.3	/	10.2	2.8	0.3	5.7	10.3	2.1	2.6
O=C(N/N=C/c1cccc(Oc2ccccc2)c1)c1cccc(Br)c1
  -1.2	-16.2	2.5	-4.6	57.5*	-6.0	15.9	2.0	2.7
O=C(NNc1nc2ccccc2s1)c1ccc(F)cc1
  9.6	5.2	2.6	-2.1	6.8	-3.5	7.8	-6.1	0.6
C=CCn1c(SCC(C)=O)nc2scc(-c3ccc(C)o3)c2c1=O
  -10.6	-9.4	5.2	-11.3	18.7	-4.6	11.0	2.2	0.1
COc1cccc(C(c2sc3nc(C)nn3c2O)N2CCc3ccccc3C2)c1 (stereo not drawn)
  -8.3	-13.1	54.3*	-3.9	-11.7	-7.9	9.0	-2.6	2.5
CN(C)C(=O)N1CCN(C(=O)N2CCOCC2)CC1
  -10.9	7.1	10.5	-4.8	-12.1	-0.1	2.9	-1.1	0.0
Fc1ccccc1COc1ccc(-c2nnn(Cc3ccccc3F)n2)cc1
  4.5	-0.2	1.9	-4.2	8.8	-4.4	10.4	-5.7	0.5
CCc1ccc(/C([O-])=C(/C(=S)NCCN2CCOCC2)[n+]2ccccc2)cc1
  4.4	2.0	6.7	-10.9	-16.8	-2.5	2.8	2.9	0.5
Cc1ccc(NC(=O)C(=O)NN=C2CCCC2)cc1C
  -11.4	-0.9	-0.3	-0.9	-10.3	-7.7	19.6	10.6	6.9
O=C(CCc1ccc(O)cc1)NNC(=S)NCCc1ccccc1
  9.1	-5.1	2.7	-4.4	-11.2	-2.8	11.0	1.0	1.5
CCN(CC(=O)NCCCN1CCOCC1)S(=O)(=O)c1cc(Cl)ccc1Cl
  -14.0	0.5	-2.5	-18.9	28.4	-5.8	2.7	9.9	0.8
C[C@H](CO)N1C[C@H](C)[C@@H](CN(C)C(=O)NC2CCCCC2)Oc2c(cccc2N(C)C)C1=O
  -7.8	-16.8	8.3	-11.3	1.7	-7.5	4.7	8.6	0.1
COc1ccc(F)cc1S(=O)(=O)Nc1ccncc1
  -5.0	10.5	1.3	-9.5	-0.4	-2.5	5.5	4.3	0.0
COc1ccc(C(C(=O)NC2CCCC2)N(CC2CCCO2)C(=O)Cc2cccs2)cc1OC (stereo not drawn)
  10.6	-22.3	-1.2	1.5	7.7	-2.3	7.0	-3.8	-0.4
O=C(Cc1ccc(F)cc1)N/N=C/c1ccc(-c2ccc(Cl)c(C(=O)O)c2)o1
  4.7	-12.3	1.7	-2.0	-7.8	-3.2	-4.7	-0.8	-0.5
O=C1NC2(CCc3ccccc3C2)C(=O)N1CCOc1cccc(Cl)c1 (stereo not drawn)
  -1.6	-25.9	-3.3	-11.2	5.1	-7.0	8.3	-6.5	0.2
O=C1C2CC(O)CN2C(=S)N1Cc1ccccc1 (stereo not drawn)
  -17.4	-5.0	0.3	-10.2	13.6	-1.9	20.8	16.7	0.9
c1ccc(-c2ncnc3cc4n(c23)CCC4)cc1
  4.6	-4.5	1.1	-8.5	-4.6	-2.9	5.3	-1.1	1.1
O=C(CN1C(=O)COc2ccc(Cl)cc21)Nc1ccc(N2CCOCC2)cc1
  7.5	-4.6	3.2	-6.0	1.6	-3.7	4.8	-3.0	2.3
O=C(C1CC1)N1CCN(c2ccc([N+](=O)[O-])cc2)CC1
  -8.8	-3.8	0.0	-4.8	7.3	-2.7	11.3	8.7	2.9
O=C(NCCc1ccccc1)C1CCCN1C(=O)Nc1cccc(Cl)c1 (stereo not drawn)
  5.6	-12.6	-0.6	21.5	-6.7	-1.7	9.1	-1.1	0.0
COc1ccc(-c2cc(C(=O)OCC(=O)Nc3cc(C)on3)c3ccccc3n2)cc1OC
  -17.9	-14.6	4.3	1.3	33.5	-2.3	9.6	12.1	0.4
O=C(Nc1ccon1)c1ccccc1Cl
  -9.6	-2.8	2.6	-3.3	-10.2	-3.1	6.8	6.5	0.6
CCn1cc(C(=O)Nn2cnnc2)c(=O)c2ccc(C)nc21
  -14.4	-9.6	0.8	-9.1	-10.6	-2.9	19.8	10.6	0.4
CN(CC(=O)Nc1cccc(F)c1)C(=O)c1ccncc1
  -3.9	-0.2	3.0	1.6	-9.9	-1.2	-8.2	5.9	5.5
Clc1nc(-c2ccccc2)c2ccccc2n1
  -1.0	2.6	2.0	16.4	-10.6	-6.5	-21.9	-1.9	0.3
O=C(NCc1ccco1)c1ccc2c(=O)n(Cc3ccco3)c(SCC(=O)N3CCCC3)nc2c1
  -7.8	-21.7	2.5	-3.6	-23.0	-7.4	10.2	6.3	-0.2
CCOC(=O)N1CCN(S(=O)(=O)c2ccc(C(=O)Nc3nnc(C)o3)cc2)CC1
  -0.9	-5.7	0.1	5.2	-19.0	3.1	5.6	4.0	-0.1
COc1ccc(N(Cc2ccccc2)C(=O)OC(C)(C)C)c(C(=O)N(C)OC)c1
  -1.0	-22.9	-1.5	-2.3	-7.6	-2.2	-7.8	0.4	0.5
O=C(NC1=NCCS1)c1ccccc1
  -10.4	-5.1	0.7	-4.9	-8.8	-2.8	24.7	5.2	2.5
O=C(c1cccs1)N(Cc1cccc(F)c1)C1CCS(=O)(=O)C1 (stereo not drawn)
  13.5	-8.4	1.0	0.2	-23.8	-0.6	-16.3	-4.2	0.0
O=C(c1c(O)c2ccccc2oc1=O)C1CCCCC1
  -8.5	-4.7	-2.5	0.5	-4.3	1.2	13.5	9.6	0.6
CC(C)(C)c1ccccc1OCC(=O)NCc1ccccc1
  26.7	-20.5	-2.4	1.1	8.6	-1.5	-8.8	-4.2	0.2

Later entries.
Screens in order: M1 antag	CHO parental Ca	TAAR1 agonist	CHO-K1 Ca antag	TAAR1 antagonist	M1 ag	M1 PAM parental	CHRM1 PAM	CHO-K1 Ca ag
Cn1ncc([N+](=O)[O-])c1C(=O)Nc1ccccc1C(=O)O
  -3.1	12.8	-0.1	11.5	-12.3	-3.9	-16.9	1.3	-0.7
CCOC(=O)c1c(NC(=O)CC(C)C)sc(C(C)=O)c1C
  -4.0	-21.9	4.8	-7.5	-5.1	-3.7	15.7	6.3	0.3
c1cnc(SCCOc2ccc3c(c2)CCC3)nc1
  -12.7	-17.1	13.9	-0.7	3.2	-1.9	-3.8	10.3	-0.2
Cn1c(=O)[nH]c(=O)c2c1nc(CN1CCOCC1)n2CCCO
  -4.0	-3.2	15.5	-17.6	-17.5	-5.0	17.8	6.6	0.7
CN(C)C(=O)CSc1ncnc2scc(-c3ccccc3)c12
  -1.9	-11.7	-0.8	3.3	10.1	-13.3	8.2	13.6	2.0
Cc1sc2ncnc(N3CCC(C(=O)NNC(=O)c4ccc(F)cc4)CC3)c2c1C
  3.4	-2.3	6.0	-2.4	21.6	-2.6	-6.5	-3.0	6.1
CCOC(=O)C1CCN(Cc2ccc(OC)c(C)c2OC)CC1
  3.4	-2.6	19.3	4.9	-10.4	-7.3	-3.6	-3.4	-0.3
O=C(Nc1ccc(S(=O)(=O)N2CCCCC2)cc1)c1ccccc1F
  -2.1	0.1	6.4	-14.1	-1.0	-5.6	-6.8	0.7	2.6
CC1CN(C(=O)Nc2ccc3c(c2)OCO3)CC(C)O1 (stereo not drawn)
  -8.3	-6.3	16.7	-10.4	-6.2	-2.1	19.7	4.6	0.4
